VHR inh abs – inhibitors of human VHR1 phosphatase (DUSP3). recombinant VHR phosphatase, pNPP absorbance. 290,000 tested, 0.52% active. inhibition, % at 13.3 µM. AID 1654; in the data active means inhibition above about 50%; further: some compounds called inactive have numbers as strong as hits
Target sequence (P51452 whole entry, looked up): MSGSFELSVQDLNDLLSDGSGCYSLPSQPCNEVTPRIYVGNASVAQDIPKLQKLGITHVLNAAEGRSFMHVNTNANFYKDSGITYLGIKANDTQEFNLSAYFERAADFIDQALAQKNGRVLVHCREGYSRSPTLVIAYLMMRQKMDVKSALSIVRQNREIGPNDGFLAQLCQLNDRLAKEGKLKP
Y pestis TopoI – blocks Yersinia pestis topoisomerase I activity; Y. pestis Topo-I cleavage product accumulation, plate reader; activity, % at 10 µM; 360,000 tested, 0.064% active; in the data active means activity above about 50%, passing the limit was not always enough; further: inactives centre near 2
SSB-PriA inh – blocks PriA binding to SSB C-terminal tail. AlphaScreen SSBct-PriA binding, biotinylated peptide. inhibition, % at 33 µM. 430,000 tested, 0.6% active. AID 1272365; in the data active means inhibition mostly above about 37%, no sharp cut-off; inactive means mostly below about 20%;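 further: plate controls were negative control peptide for no effect and reference peptide for full effect; strong numbers were not always called active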
TcdB GH inh – blocks C. difficile toxin B glycohydrolase activity; AID 652162; 350,000 tested, 0.24% active; TcdB glycohydrolase enzymatic assay, plate reader; P18177; inhibition, % at 9.99 µM; in the data active means inhibition above about 10%
3CLpro inhibitor – SARS-CoV 3CLpro protease inhibition | recombinant SARS-CoV 3CLpro, quenched FRET peptide cleavage | 290,000 tested, 0.14% active | inhibition, % at 6 µM | AID 1706; in the data active means inhibition above about 12%
MazEF act – increases E. coli MazEF RNase cleavage of RNA; P0AE70; FAM/BHQ RNA-DNA oligo cleavage fluorescence, 5 h; activation, % at 20 µM; 350,000 tested, 0.32% active; in the data active means activation above about 50%
Target sequence (P0AE70 whole entry, looked up): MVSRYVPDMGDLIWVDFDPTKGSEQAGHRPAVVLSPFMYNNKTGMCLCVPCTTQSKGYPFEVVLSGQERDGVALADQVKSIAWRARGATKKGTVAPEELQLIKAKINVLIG
CCHFV vOTU inh – CCHFV vOTU protease inhibition; Pep-AMC fluorescence; inhibition, % at 11.5 µM; 370,000 tested, 0.55% active; AID 651958; in the data active means inhibition above about 30%; further: 0% = vehicle wells with enzyme and 100% = no enzyme wells
Rv3671c inh – inhibits the M. tuberculosis serine protease Rv3671c; P9WHR9; inhibition, % at 5.96 µM; 320,000 tested, 0.048% active; AID 2606; in the data active means inhibition above about 38%;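 further: extracellular domain of Rv3671c used as enzyme; 0% = enzyme with DMSO and 100% = no enzyme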
Target sequence (P9WHR9 whole entry, looked up, the tested form may be a part): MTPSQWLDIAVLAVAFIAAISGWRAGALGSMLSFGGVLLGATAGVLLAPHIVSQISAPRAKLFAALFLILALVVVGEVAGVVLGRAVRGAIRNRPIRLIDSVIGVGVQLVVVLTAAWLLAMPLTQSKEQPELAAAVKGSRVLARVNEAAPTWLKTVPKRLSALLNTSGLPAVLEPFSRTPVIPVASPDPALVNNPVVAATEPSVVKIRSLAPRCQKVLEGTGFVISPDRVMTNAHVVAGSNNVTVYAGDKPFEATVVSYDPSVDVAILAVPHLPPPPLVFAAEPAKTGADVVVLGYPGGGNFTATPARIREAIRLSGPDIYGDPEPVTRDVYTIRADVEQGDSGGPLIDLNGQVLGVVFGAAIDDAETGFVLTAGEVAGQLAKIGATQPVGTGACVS
Vc quorum ag – quorum light induction in luxS cqsA deficient V. cholerae; V. cholerae BH1578 lux reporter, luminescence, 6 h; activation, % at 18.7 µM; 350,000 tested, 0.16% active; AID 588436; in the data active means activation mostly above about 9.7%, no sharp cut-off; further: not every result past the cut was called active; inactives centre near 0; reference of the scale not given here
PrPC surface inh – cell surface PrPC inhibition, primary TR-FRET screen; P04156; TR-FRET read-out; inhibition, % at 13.8 µM; 370,000 tested, 0.43% active; AID 720596; in the data active means inhibition above about 24%; further: 0% = median of the test wells and 100% = reference compound wells
* marks the source's active call; other numbers are inactive results; i = inactive; . = not tested or not shown. Some of the compounds tested; count on the stated rates, not on these rows.

SMILES	VHR inh abs	Y pestis TopoI	SSB-PriA inh	TcdB GH inh	3CLpro inhibitor	MazEF act	CCHFV vOTU inh	Rv3671c inh	Vc quorum ag	PrPC surface inh
O=C(/C=C/c1ccco1)NC(=S)NNC(=O)c1ccco1	-9	-4	-6	0.0	0	-4	-6	0	-10	-11
Cc1nc2scc(C)n2c(=O)c1S(=O)(=O)N1CCN(c2ccc(F)cc2)CC1	32	1	-10	0.2	4	7	6	8	i	-4
O=C1CSC(c2ccccn2)N1c1cccc(Cl)c1 (configuration not stated)	1	-9	-5	.	-6	-2	-6	0	i	-1
O=C(NCc1ccccn1)c1ccc2c(=O)n(CCc3ccccc3)c(=O)[nH]c2c1	9	-4	4	-0.4	-3	-13	-7	-1	-3.1	6
c1ccc(C2Oc3ccccc3C3CC(c4cccs4)=NN32)cc1 (configuration not stated)	-2	1	7	-1.6	-2	-12	-9	-6	-0.4	-5
COC(=O)c1ccccc1NC(=O)N1CCN(C(=O)c2ccco2)CC1	1	10	-6	.	-12	1	-4	-7	-0.3	-1
COc1ccc(-n2c(=S)[nH]c3cc(C(=O)Nc4cc(C(N)=O)ccc4OC)ccc3c2=O)c(OC)c1	36	1	-5	2.3	5	6	1	6	-0.5	-1
CCOC(=O)c1c(NC(=O)COc2ncnc3ccccc23)sc(C)c1C	-3	5	-8	0.6	1	0	15	-12	i	8
COc1ccc(-c2noc(CCCCC(=O)N3CCN(c4cc(C)ccc4C)CC3)n2)cc1	.	33	-1	1.1	.	3	8	.	i	11
COc1cc2c(cc1OC)-c1cc(Nc3ccc(N(C)C)cc3)nc(=O)n1CC2	25	4	8	-19	-2	17	-16	6	0.7	9
O=C(CNC(=O)/C(=C\c1ccc(Br)cc1)NC(=O)c1ccccc1)OCc1ccccc1	18	42	-8	.	-2	8	19	-2	i	8
O=C(C1CCCN(S(=O)(=O)c2ccccc2)C1)N1CCN(c2ncccn2)CC1 (configuration not stated)	12	10	-1	.	5	6	8	-3	-0.3	-3
N#C/C(=C\c1ccco1)Sc1nc2ccccc2s1	0	14	-11	.	-3	-1	7	0	i	-2
Cc1ccc(N2CC(C(=O)N3CCc4ccccc43)CC2=O)cc1 (configuration not stated)	-12	0	10	-0.1	2	-3	-12	-2	-10	1
Cc1cc(SCC(=O)c2ccccc2)n2ncc(-c3ccccc3)c2n1	8	10	-4	1.2	1	-1	-9	-13	-0.7	-2
CS(=O)(=O)c1ccc(Cl)c(NC(=O)CSc2nc3ccccc3c(=O)n2CCCN2CCOCC2)c1	7	25	-8	-0.4	1	2	-15	-2	-5.6	-3
COc1ccc(CCn2c(-c3cccc([N+](=O)[O-])c3)nc3nc4ccccc4nc32)cc1	.	4	-9	0.6	.	5	-5	.	0.1	-4
c1ccn2c(Cc3nnc4ccccn34)nnc2c1	19	4	0	.	6	8	-10	-14	-1.9	2
Cc1sc2ncn(CC(=O)N3CCN(c4ccccn4)CC3)c(=O)c2c1S(=O)(=O)N1CCC(C)CC1	32	12	-7	0.8	3	8	1	-8	-0.5	-1
O=c1oc2ccccc2nc1/C=C(O)/C=C/c1ccc(F)cc1	-2	21	.	.	5	-124	-19	5	-3.8	1
CCn1c(SCc2nc3ccccc3s2)nnc1-c1ccccc1	19	8	-16	.	-3	3	7	11	0.2	9
CN1Cc2cnnn2-c2ccccc2C1c1ccccc1 (configuration not stated)	.	-4	1	0.0	.	-7	-2	.	-0.5	-2
O=C(Oc1cccc2ccccc12)c1ccco1	18	-2	-15	.	-1	4	-1	16	-0.1	1
COc1ccc(Nc2cc(C)nc3ccc(C)cc23)cc1	.	5	.	1.5	.	-5	-6	.	-5.8	-7

Taken from the listing (14 entries):
SMILES	VHR inh abs	Y pestis TopoI	SSB-PriA inh	TcdB GH inh	3CLpro inhibitor	MazEF act	CCHFV vOTU inh	Rv3671c inh	Vc quorum ag	PrPC surface inh
O=C1CSC(c2ccccn2)N1c1cccc(Cl)c1 (configuration not stated)	1	-9	-5	.	-6	-2	-6	0	i	-1
O=C(NCc1ccccn1)c1ccc2c(=O)n(CCc3ccccc3)c(=O)[nH]c2c1	9	-4	4	-0.4	-3	-13	-7	-1	-3.1	6
c1ccc(C2Oc3ccccc3C3CC(c4cccs4)=NN32)cc1 (configuration not stated)	-2	1	7	-1.6	-2	-12	-9	-6	-0.4	-5
COC(=O)c1ccccc1NC(=O)N1CCN(C(=O)c2ccco2)CC1	1	10	-6	.	-12	1	-4	-7	-0.3	-1
COc1ccc(-n2c(=S)[nH]c3cc(C(=O)Nc4cc(C(N)=O)ccc4OC)ccc3c2=O)c(OC)c1	36	1	-5	2.3	5	6	1	6	-0.5	-1
CCOC(=O)c1c(NC(=O)COc2ncnc3ccccc23)sc(C)c1C	-3	5	-8	0.6	1	0	15	-12	i	8
COc1ccc(-c2noc(CCCCC(=O)N3CCN(c4cc(C)ccc4C)CC3)n2)cc1	.	33	-1	1.1	.	3	8	.	i	11
COc1cc2c(cc1OC)-c1cc(Nc3ccc(N(C)C)cc3)nc(=O)n1CC2	25	4	8	-19	-2	17	-16	6	0.7	9
O=C(CNC(=O)/C(=C\c1ccc(Br)cc1)NC(=O)c1ccccc1)OCc1ccccc1	18	42	-8	.	-2	8	19	-2	i	8
O=C(C1CCCN(S(=O)(=O)c2ccccc2)C1)N1CCN(c2ncccn2)CC1 (configuration not stated)	12	10	-1	.	5	6	8	-3	-0.3	-3
N#C/C(=C\c1ccco1)Sc1nc2ccccc2s1	0	14	-11	.	-3	-1	7	0	i	-2
Cc1ccc(N2CC(C(=O)N3CCc4ccccc43)CC2=O)cc1 (configuration not stated)	-12	0	10	-0.1	2	-3	-12	-2	-10	1
Cc1cc(SCC(=O)c2ccccc2)n2ncc(-c3ccccc3)c2n1	8	10	-4	1.2	1	-1	-9	-13	-0.7	-2
CS(=O)(=O)c1ccc(Cl)c(NC(=O)CSc2nc3ccccc3c(=O)n2CCCN2CCOCC2)c1	7	25	-8	-0.4	1	2	-15	-2	-5.6	-3

Next section.
SMILES	VHR inh abs	Y pestis TopoI	SSB-PriA inh	TcdB GH inh	3CLpro inhibitor	MazEF act	CCHFV vOTU inh	Rv3671c inh	Vc quorum ag	PrPC surface inh
C=CCn1c(O)c(C(C)=NCCC2=CCCCC2)c(=O)[nH]c1=O	6	3	-1	.	-3	-4	5	-1	.	1
CCCn1c(N2CCN(Cc3ccc(Cl)cc3)CC2)nc2ccccc21	39	30	0	2.2	-3	6	4	-4	-1.3	6
Cc1cc(-c2nn(-c3ccccc3F)cc2CN2CCC(O)CC2)c(C)s1	22	6	8	0.8	3	-2	-4	-4	5.6	-5
CCOc1ccc(N(CC(=O)NCC2CCCO2)S(=O)(=O)c2ccc(SC)cc2)cc1 (configuration not stated)	-2	14	-3	1.0	-1	0	-12	1	-3.8	-5
O=c1c2ccccc2oc2ccc(NCCCN3CCOCC3)cc12	20	1	-10	13*	0	-15	-3	3	i	0
COc1cc(/C=C(/NC(=O)c2ccccc2)C(=O)Nc2ccccc2)c([N+](=O)[O-])cc1OC	32	-4	-3	.	-5	7	15	-9	-0.4	-9
CC(=O)N=c1cccc(NC(C)=O)n1O	24	-6	-15	.	2	6	-1	3	i	3
COc1ccc(C(=O)N2CCN(C(C)=O)CC2)cc1S(=O)(=O)N1CCOCC1	10	6	-22	1.1	3	7	7	2	-0.2	-4
CC(C)(C)NC(=O)CN(Cc1ccc2c(c1)OCO2)C(=O)CNS(=O)(=O)c1ccccc1	-7	2	-4	1.0	-1	6	-1	4	-0.3	-2
CCCNC(=O)C1(C)CCCN(Cc2cc3ccccc3o2)C1 (configuration not stated)	.	21	.	1.2	.	.	5	.	-0.3	4
O=C(Nc1cc([N+](=O)[O-])ccc1F)C1CCN(S(=O)(=O)c2cccs2)CC1	.	-2	3	1.2	.	6	-1	1	i	-25
O=C1NC(=S)N/C1=C/c1ccc(Oc2ccc(C(F)(F)F)cc2[N+](=O)[O-])c(Cl)c1	-10	7	2	-0.9	1	-39	-15	-6	-0.4	-3
CCc1ccc(OCC(=O)Nc2ccc(N3CCN(S(C)(=O)=O)CC3)cc2)cc1	5	-3	3	1.2	0	-14	-9	4	-1.7	-2
COc1ccccc1NC(=O)c1ccc(CN2CCOCC2)cc1	-2	-4	-11	.	1	7	12	-13	-0.6	5
ClCCOCCCl	.	-1	4	0.4	.	-9	4	11	-0.3	-3
CN(C)C(CNC(=O)c1cc2ccccc2o1)c1ccccc1 (configuration not stated)	.	-4	5	0.9	.	0	12	.	-4.3	-1
COC(=O)c1ccc([C@@H](O)[C@H](C)C(=O)CC(=O)OC(C)(C)C)cc1	1	18	-5	1.0	-7	3	7	-6	-0.4	2
S=C(NCc1ccco1)Nc1ccccc1	16	8	-13	0.6	0	8	2	3	-0.3	0
COc1cccc(CNC(=O)c2cc(S(=O)(=O)N3CCCCC3)c[nH]2)c1	2	6	-6	0.0	0	10	-1	-6	-0.3	-2
COCCN(C(=O)c1csnn1)C(C(=O)NC1CCCC1)c1ccccc1 (configuration not stated)	-9	5	-2	1.2	1	1	-3	3	-0.3	0
CS(=O)(=O)c1ccc(Cl)c(NC(=O)CSc2nnc(-c3cccs3)n2N)c1	.	2	-6	2.1	.	-6	0	-1	-2.5	4
O=C(CCN1C(=O)COc2ccccc21)N1CCN(c2ccccc2)CC1	16	5	-16	1.0	0	8	8	8	-1.4	2
CC(C)C1C(=O)N(Cc2cn(Cc3ccco3)nn2)CCS(=O)(=O)N1Cc1ccc(-c2ccncc2)cc1 (configuration not stated)	.	17	.	-0.4	.	5	-7	.	i	-6
Cn1c(NC(=O)c2ccco2)c(-c2ccc(Cl)cc2)c(=O)c2ccccc21	24	0	-4	.	1	3	3	2	0.9	9
Cc1nnc(SCC(=O)Nc2cccc(N)c2)n1-c1ccccc1	-8	-5	2	0.9	1	3	-8	2	0.3	2
COc1ccccc1C1CC(c2ccccc2)=NN1S(=O)(=O)c1ccccc1 (configuration not stated)	29	28	-2	1.1	9	4	-4	-6	-0.4	2
CCN1CCN(C(=O)c2ccc3c(c2)N(Cc2ccccc2F)C(=O)c2ccccc2S3(=O)=O)CC1	-15	19	-16	-0.9	0	6	12	-4	-0.4	-7
Cc1nc(N(C)C)c2sc(=S)n(-c3ccccc3)c2n1	15	-1	-6	0.5	2	2	-8	-9	0.0	-3
O=C(c1ccsc1)N1CCN(C(=O)c2cccs2)CC1	-9	6	6	0.8	1	7	1	2	.	4
C=CC(=O)N(CCC)C(c1ccccc1)c1ccccc1OC (configuration not stated)	.	23	-16	0.1	.	3	0	-1	1.2	6
COc1ccc2[nH]c(C(=O)Nc3ccc(F)cc3Br)cc2c1	16	-3	-12	0.0	0	1	-8	0	i	9
C/C(Nc1ccccc1C(F)(F)F)=C1/CCOC1=O	6	-3	.	0.3	1	2	3	9	-3.6	-4
COc1cccc(CNC(=O)CSc2nnc3c(n2)[nH]c2ccc(C)cc23)c1	20	-3	-14	0.3	-4	6	-3	-1	-0.5	5
O=C1CCCC(=O)N1c1ccc(F)cc1	7	5	-5	1.2	-2	2	-2	5	0.0	4
CC(C)CC(C(=O)Nc1oc(-c2ccccc2)c(-c2ccccc2)c1C#N)N1C(=O)c2ccccc2C1=O (configuration not stated)	4	-4	6	.	1	2	25	-43	i	-5
Cn1nnc2c(NCc3ccco3)nccc21	22	-4	3	.	-4	4	-10	-2	0.7	-2
CCn1cc(C(=O)N2CC(C)CC(C)C2)c(=O)c2cc(S(=O)(=O)N3CCOCC3)ccc21 (configuration not stated)	37	8	4	.	-2	3	4	-2	i	-1
